# aSyn UTR inh = MLPCN primary screen, SNCA 5' untranslated region. AID 1813. alpha-synuclein 5'UTR reporter, inhibitor activity. inhibition, % (tested at 7.5 µM). hit rate 0.82% among 300,000; in the data active = inhibition above about 60%; inconclusive = no clear call, values can overlap the other calls;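 note: H4 neuroglioblastoma cells stably carrying SNCA 5'UTR luciferase fusion; 0% = DMSO wells and 100% = positive control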
# HIF activator = HIF pathway transcriptional activation. hit rate 0.32% among 300,000. activation, % at 7.5 µM (by protocol). U2OS HRE-luciferase reporter, luminescence; normalized: DMSO 0%, desferrioxamine 100%;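 active = mean activation of at least 10% of the iron chelator positive control signal, with at least half of replicates also reaching 10%; inconclusive = mean and replicate majority disagree about reaching 10%; inactive = mean and most replicates under 10%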
# GSK3beta inhib = blocks human GSK3beta kinase activity | GST-GSK3beta kinase, ADP-Glo luminescence, 60 min; hits give low values | activity score (negative = inhibition), % at 10 µM | hit rate 0.038% among 300,000;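 active = more than half of replicate wells score below -50%, meaning over 50% inhibition versus plate controls; inconclusive = some replicates but at most half score below -50%; inactive = no replicate scores below -50%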;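 note: 0% = median DMSO wells and -100% = median GW8510 positive control wells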
# Target sequence (P49841 whole entry, looked up): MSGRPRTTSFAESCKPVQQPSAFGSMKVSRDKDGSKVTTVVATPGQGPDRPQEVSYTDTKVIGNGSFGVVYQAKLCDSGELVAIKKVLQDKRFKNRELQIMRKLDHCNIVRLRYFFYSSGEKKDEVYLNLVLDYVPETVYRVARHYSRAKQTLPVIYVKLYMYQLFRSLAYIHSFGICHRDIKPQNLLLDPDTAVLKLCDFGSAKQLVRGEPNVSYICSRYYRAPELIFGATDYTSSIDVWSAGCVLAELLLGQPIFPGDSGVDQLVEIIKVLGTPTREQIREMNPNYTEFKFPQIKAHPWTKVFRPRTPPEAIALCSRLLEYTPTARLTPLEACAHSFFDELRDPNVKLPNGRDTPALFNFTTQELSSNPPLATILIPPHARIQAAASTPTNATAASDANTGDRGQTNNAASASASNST
#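 test system = GST-tagged human GSK3beta kinase, cell-free | reagent = 25 µM ATP with peptide substrate | dosing = one dose of 10 µM per compound | schedule = 60 min reaction, RT | detection = luminescent ADP-Glo measurement of ADP formed | control set = DMSO neutral wells and GW8510 at 20 µM as positive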
# HSF1 inhib = HSF1 inhibition. NIH3T3-HGL HSE-luciferase, MG132-induced, luminescence 8 h; hits give low values. hit rate 0.77% among 300,000. activity change, negative = inhibition, % at 7.5 µM (by protocol);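 active = more than half of replicate wells show activity change below -50%, luminescence cut by over half; inconclusive = some wells, but at most half, below -50%; inactive = no replicate well below -50%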;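 note: luciferase reports HSF-1 transcriptional activity via heat shock element; 0% = median of DMSO wells and -100% = zero luminescence signal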
# AI-2 QS modul = modulates the Vibrio harveyi AI-2 quorum sensing system. Vibrio harveyi JMH597 AI-2 luminescence/OD600 ratio, 9 h; hits give low values; strain lacks LuxN and CqsS sensors; 0 = neutral-control median. activity change, % at 7.5 µM. hit rate 0.4% among 300,000. AID 2094; in the data active = activity change below about -75%, passing the limit was not always enough; inconclusive = no clear call, values can overlap the other calls;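 note: luminescence divided by OD600 gain over 9 h not by final OD600 alone; inactives centre near 13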
# HSF1 activator = increases HSF-1 driven luciferase reporter signal. NIH3T3-HGL HSF-1 luciferase reporter, MG132, 8 h; 100% = twice DMSO control signal. activation, % at 9 µM. hit rate 1.7% among 300,000;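 active = mean replicate activation of at least 50% with a set share of replicates each reaching 50%; inconclusive = only one of those two conditions met; inactive = mean below 50% and too few replicates reaching it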;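 note: 0% = median of the neutral control wells and 100% = twice that signal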
# GSK3 alpha inh = human GSK-3 alpha kinase inhibition | P49840 | ADP-Glo luminescence, 60 min | inhibition, % at 10 µM | hit rate 0.1% among 320,000 | AID 2650;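 in the data active = inhibition above about 50%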;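 note: GST-tagged GSK-3 alpha with peptide substrate and 25 µM ATP; 0% = DMSO neutral wells and 100% = GW8510 positive control wells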
# Target sequence (P49840 whole entry, looked up): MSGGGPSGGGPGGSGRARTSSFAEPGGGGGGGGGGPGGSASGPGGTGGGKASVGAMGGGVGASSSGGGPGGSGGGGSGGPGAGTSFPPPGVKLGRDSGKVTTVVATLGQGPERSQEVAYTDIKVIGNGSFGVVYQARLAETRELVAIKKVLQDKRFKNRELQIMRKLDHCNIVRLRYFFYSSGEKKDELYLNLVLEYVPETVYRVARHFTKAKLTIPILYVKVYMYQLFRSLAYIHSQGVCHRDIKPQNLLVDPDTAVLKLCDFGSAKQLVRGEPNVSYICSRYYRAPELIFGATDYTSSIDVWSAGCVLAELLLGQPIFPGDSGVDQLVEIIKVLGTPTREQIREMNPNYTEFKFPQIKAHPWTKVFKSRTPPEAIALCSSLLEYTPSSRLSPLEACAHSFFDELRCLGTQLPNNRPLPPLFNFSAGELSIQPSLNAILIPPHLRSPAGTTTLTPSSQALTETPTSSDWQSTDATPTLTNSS
# HSP90 refold inh = blocks HSP90-mediated luciferase refolding in reticulocyte lysate; AID 1789; hit rate 0.91% among 290,000; Rabbit reticulocyte lysate, luciferase refolding luminescence, 3 h; inhibition, % at 5.6 µM;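 active = inhibition above the screen-wide mean plus 3 SD, computed separately per campaign, cut at about 16% in these data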;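 note: 0% = DMSO wells and 100% = 60 µM geldanamycin wells; inhibitors lower the luminescence because luciferase stays unfolded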
# KLF5 inh = suppresses KLF5 promoter-driven expression | DLD-1 KLF5 promoter-luciferase reporter, luminescence | inhibition, % at 5 µM | hit rate 0.23% among 290,000 | AID 1700;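 active = inhibition above a per-plate limit of that plate's mean compound inhibition plus 3 SD, cut at about 60% in these data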;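 note: 0% = DMSO wells and 100% = LY294002 at 200 µM; higher means less KLF5 promoter-driven luciferase light; inactives centre near -14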
# IEC-6 cytotox = kills IEC-6 intestinal cells in KLF5 counter-screen | AID 1825 | inhibition, % at 5 µM | IEC-6 cytotoxicity, luminescence viability | hit rate 0.78% among 290,000; in the data active = inhibition above about 22%;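 note: 0% = plate median of test compound wells and 100% = cytotoxic reference compound wells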
# Active calls of the source: *; ? = inconclusive; / = no result given. Some of the compounds tested; the hit share may differ from the screen's.
Compound	aSyn UTR inh	HIF activator	GSK3beta inhib	HSF1 inhib	AI-2 QS modul	HSF1 activator	GSK3 alpha inh	HSP90 refold inh	KLF5 inh	IEC-6 cytotox
O=C(NC1CN2CCC1CC2)c1ccc(-c2ccc([N+](=O)[O-])cc2)o1 (stereo not given)	-15.8	0.9	-1.8	19.7	13.3	-6.1	2.6	2.5	-4.0	7.0
O=[N+]([O-])c1ccc(C2C3C(c4ccccc4)=NC4(CCCC4)N32)cc1 (stereo not given)	4.1	-0.2	0.5	-6.5	20.4	2.9	-3.3	0.5	2.7	7.2
O=C(c1ccc(-c2ccccc2)cc1)C1CCCN(Cc2ccn[nH]2)C1 (stereo not given)	-7.9	0.3	1.6	-7.3	-83.7*	16.1	-0.3	1.9	-15.8	6.9
Cc1c(C=O)c2ccccc2n1Cc1ccccc1F	20.2	0.1	-1.4	2.5	9.1	19.7	0.6	-2.2	20.3	1.6
Cc1ccsc1-c1nc(CSCC(=O)N2CCC3(CC2)OCCO3)c(C)o1	1.3	-0.5	-0.3	5.4	8.9	32.3	-0.3	0.7	-16.7	2.5
CN(C)C(=O)Oc1ccc(Cl)c2cccnc12	-3.3	0.0	0.1	-2.4	38.3	-6.0	1.4	-2.8	-56.5	1.0
Cc1cc(S(=O)(=O)NCC(C)C)ccc1OCC(=O)N1CCN(Cc2ccccc2)CC1	16.9	-0.1	0.4	7.2	14.8	18.0	-0.2	-1.6	-9.7	0.4
CC12CC[C@H]3[C@@H](CCC4(O)C[C@H](O)CCC34/C=N/NC(=O)c3ccccc3Cl)C1(O)CCC2C1=CC(=O)OC1 (stereo not given in full)	7.9	0.1	2.3	-4.7	17.6	-4.4	-1.0	2.9	-38.1	-0.4
Cc1cc(C=O)c(C)n1CC1CCCO1 (stereo not given)	8.9	0.1	0.3	-27.6	-8.4	-45.9	-1.1	-2.4	-40.3	-1.1
COC(=O)C1C2c3ccccc3OC1(C)N=c1s/c(=C/c3cn(C)nc3C)c(=O)n12 (stereo not given)	24.1	-0.5	11.9	-4.0	17.9	10.7	/	-3.0	-29.7	-0.7
CC/C(=N\NC(=O)c1ccccc1O)c1c(O)n(C2CCCCC2)c(=O)[nH]c1=O	-15.1	-0.2	2.8	5.7	8.9	-8.1	-2.9	-3.3	-42.5	0.3
CN(C)C(=O)On1c(-c2ccccc2)nc2ccc(Cl)cc21	-71.1	0.9	1.8	8.5	13.1	20.5	-0.1	1.2	-35.6	2.7
O=C(C1CC(=O)N(C2CCCCCCC2)C1)N1CCC2(CC1)OCCO2 (stereo not given)	-4.9	-0.8	2.0	8.7	17.3	-6.9	-1.9	3.6	-6.6	2.4
Clc1ccc(C2N3CCCN23)c(Cl)c1 (stereo not given)	6.8	-0.4	0.5	-10.5	-1.3	-11.0	-3.9	10.3	-3.4	2.1
O=C(Nc1ccc(OC(=O)N2CCCC2)cc1)N1CCOCC1	21.0	-0.4	-0.1	-30.8	21.8	-38.1	-1.0	2.1	7.2	-0.2
O=C(CF)NC(NC(=S)Nc1ccccc1O)C(Cl)(Cl)Cl (stereo not given)	-25.3	0.4	-1.3	18.4	18.1	53.9*	-0.9	1.2	-20.5	-4.9
C=CCn1c(O)c(C(C)=NC(C)c2ccccc2)c(=O)[nH]c1=O (stereo not given)	-5.1	-0.3	1.1	17.9	1.7	35.5	1.0	2.5	12.3	9.6
Cc1cc(C)nc(NS(=O)(=O)c2ccc(N=Cc3c(O)n(C)c(=O)n(C)c3=O)cc2)n1	6.6	-0.2	1.1	-8.0	71.5	3.6	-0.2	0.8	-19.9	-5.1
O=C1NC(=O)N(Cc2ccco2)C(=O)/C1=C/c1ccc(-c2cccc([N+](=O)[O-])c2)o1	-38.3	0.1	2.3	0.1	34.5	9.6	-2.6	5.0	-2.1	-11.6
CC1CN=C(NCc2ccc(F)cc2)S1 (stereo not given)	-6.2	0.3	1.0	-5.7	17.1	12.0	2.2	-4.3	-44.6	-4.9
Cc1cccc(C(O)(C(=O)NNC(=O)CN2CCN(C)CC2)c2cccc(C)c2)c1	6.4	-0.3	-0.4	0.8	6.9	-8.7	7.6	1.7	-10.9	2.1
CCCn1c(C)cc(C=O)c1C	20.6	0.3	2.0	-2.3	1.0	-11.7	0.6	-0.4	-28.4	-5.8
COc1ccc(-c2nc3ccccc3c(=O)o2)cc1	-65.0	1.2	-0.6	16.9	18.2	23.1	-0.4	-0.9	-119.4	-0.1
COC(=O)C1=C(c2cccc(OC)c2OC)C[C@@H]2CC[C@H]1N2C(=O)NCCNC(C)=O	23.7	0.0	19.8	-8.0	5.1	-2.3	-3.1	/	/	/
C=CCn1c(O)c(C(C)=Nc2cccc(C(=O)O)c2)c(=O)[nH]c1=O	3.7	-0.5	-5.4	-4.2	27.7	-23.8	10.1	0.0	-69.3	2.2
CCN1CCN(C(=O)Cc2coc3cc(C)cc(C)c23)CC1	-21.0	-0.4	3.4	4.3	25.8	-5.8	-0.7	0.5	-9.7	-1.9
COc1ccccc1Sc1ccccc1CC(C)N (stereo not given)	-2.0	-0.7	-1.4	19.6	1.6	?	-0.4	0.9	-9.1	2.0
C[n+]1c(-c2ccccc2)cc(-c2ccc(Cl)cc2)cc1-c1ccccc1	-0.3	-0.5	-0.5	-5.9	16.2	15.6	-4.4	3.8	-1.7	7.7
CN1Cc2cccnc2N(C)Cc2cc(Cl)ccc21	16.2	-0.8	-0.4	-0.8	-0.9	-6.1	5.6	-4.0	14.1	-7.7
CN1OC[C@@H]2COc3ccc4ccccc4c3[C@@H]21	7.7	-0.2	0.7	-3.0	6.8	7.4	1.1	4.4	-31.2	0.5
c1cc2c(cc1CN1CCNCC1)OCO2	-11.1	-0.6	2.1	-6.8	3.4	0.6	-0.1	1.7	-6.1	3.3
CN(C)CCSCc1nnc2n1-c1ccc(Cl)cc1C(c1ccccc1Cl)=NC2	-24.5	0.2	-7.5	1.4	1.5	7.4	-1.9	/	/	/
COc1ccc(NP(=O)(Oc2ccccc2OC)Oc2ccccc2OC)cc1	4.8	0.1	-2.8	-9.0	6.4	13.2	-1.1	-0.5	-22.1	-1.5
COC(=O)C1=C(c2ccc(S(C)(=O)=O)cc2)C[C@@H]2CC[C@H]1N2C(=O)NCc1cccc2ccccc12	25.7	-0.4	-1.3	2.6	3.4	-6.6	0.4	/	/	/
COC(=O)COc1ccc(/C=C2\C(=O)NC(=S)N(c3ccc(C)cc3)C2=O)cc1OC	1.5	-0.4	-6.3	-7.3	9.0	-6.8	-0.4	-1.5	-17.7	0.9
CCn1cc(C(=O)N2CCC3(CC2)OCCO3)c(=O)c2cc(S(=O)(=O)N3CCCC3)ccc21	27.2	-0.4	2.4	0.8	3.0	-17.4	-1.3	2.6	-1.7	5.7
COC(=O)c1ccccc1OP1(=O)COc2ccccc2OC1	-1.0	0.2	-5.6	-4.5	1.2	7.4	-0.8	-3.9	-5.5	-3.5
Cc1cc(=O)oc2cc3c(cc12)CCCN3	-14.8	-0.9	-5.3	-2.5	12.9	8.7	1.6	-5.4	-43.6	-6.6
O=c1c2ccccc2[nH]c(=S)n1-c1ccc(Br)cc1	25.4	-0.2	1.8	-9.6	1.6	-21.9	-3.5	-1.3	-7.1	-3.2
O=C(Nc1ccc(Cl)cc1C(=O)c1ccccc1)c1ccccc1	19.1	-0.4	-0.3	5.0	12.5	4.1	-3.6	-2.1	18.3	-3.7
Cc1cccc(OCC(=O)N2CCN(Cc3ccc([N+](=O)[O-])cc3)CC2)c1	-2.8	-0.6	-2.1	-1.0	-8.3	-3.6	-4.1	-1.6	-26.6	-5.2
COC(=O)C(O)(c1ccc(NC(=S)NC(=O)c2ccc(Cl)cc2Cl)cc1)C(F)(F)F (stereo not given)	9.5	-0.3	0.3	-2.7	21.9	-10.7	-3.8	-0.4	-4.0	2.6
O=C1NC(=O)C(CCc2ccncc2)(CCc2ccncc2)C(=O)N1C1CCCCC1	2.9	-0.6	-1.3	-7.8	9.2	-2.0	-1.3	-1.2	-14.0	4.5
CN1C(=O)C(=Cc2sc(=O)n(-c3ccccc3)c2N(C)C)C(=O)N(C)C1=O	-29.3	-0.1	2.6	12.1	29.1	17.4	-2.5	-3.0	-27.6	-7.7
CCN1C(=O)C(=Cc2ccc(C)s2)C(=O)N(CC)C1=S	-157.6	1.4	2.5	-5.3	14.6	-12.4	-3.6	2.9	-12.5	-2.2
O=C1NC(=O)C(CCc2ccncc2)(CCc2ccccn2)C(=O)N1c1ccc(Br)cc1 (stereo not given)	-8.1	0.2	-3.9	0.1	28.3	-14.6	-0.6	-0.8	-11.8	-1.9
CCN(CC)C(=O)c1ccc(NC(=O)c2cccc(C(F)(F)F)c2)cc1	-8.9	0.0	-1.1	-1.5	13.3	-11.5	2.3	0.2	-26.8	7.0
CCCc1cc(=O)oc2cc(OCC(=O)N3CCN(Cc4ccc5c(c4)OCO5)CC3)ccc12	20.7	-0.3	0.6	1.8	39.0	23.8	0.6	0.9	0.5	5.7
CCN1C[C@]2(COC)CC[C@H](OC)[C@@]34C5C[C@H]6C(=O)C5[C@](O)(C[C@H]6OC)[C@@](O)(C(OC)C23)[C@@H]14 (stereo not given in full)	6.7	-0.2	-0.4	-1.7	-2.2	16.2	-2.3	/	/	/
COC(=O)c1ccc(N=C(c2ccccc2)c2c(O)n(C)c(=O)n(C)c2=O)cc1	-20.1	1.6	-3.3	-36.7	27.4	-49.9	-2.6	-0.2	-8.1	-2.1
CN(C)CCCN=Cc1c(O)n(CCc2ccc(F)cc2)c(=O)[nH]c1=O	-7.9	-0.2	-0.9	8.0	7.1	1.9	1.2	0.3	-2.3	2.5
Cc1nn(Cc2ccccc2Cl)c(Cl)c1C(=O)O	1.6	-0.8	1.7	-2.1	23.2	5.3	-3.0	-3.0	-4.0	2.2
CCC(=NCC1CCCO1)c1c(O)n(Cc2ccccc2)c(=O)[nH]c1=O (stereo not given)	20.0	0.3	2.0	5.6	14.1	6.7	4.5	1.2	-7.2	2.3
COC(=O)C1=C(c2ccccc2)C[C@@H]2CC[C@H]1N2C(=O)NCCNC(C)=O	-8.0	-0.1	-0.7	5.4	4.6	6.9	-4.7	/	/	/
O=C(O)CCCc1ccc(N(CCCl)CCCl)cc1	35.4	0.3	-4.5	-6.9	6.6	2.1	-2.1	3.4	0.6	5.8
CC(NC1=NCCS1)c1ccccc1 (stereo not given)	-11.0	-0.3	2.9	1.2	28.4	3.6	-5.2	0.7	-5.4	5.3

# Screening data from PubChem BioAssay.
